ERp5 inh – inhibitors of ERp5-driven insulin aggregation, primary screen, biochemical, turbidity, absorbance 650 nm, single point; inhibition, % at 9.99 µM; 90 min; Protein disulfide-isomerase A6 (Homo sapiens), Q15084; AID 651711, 2012; 350,000 compounds, 0.05% hits;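 active means mean replicate inhibition above about 25%, with every replicate also reaching it, limit read from the data, passing the limit was not always enough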
Target sequence (Q15084 whole entry, looked up): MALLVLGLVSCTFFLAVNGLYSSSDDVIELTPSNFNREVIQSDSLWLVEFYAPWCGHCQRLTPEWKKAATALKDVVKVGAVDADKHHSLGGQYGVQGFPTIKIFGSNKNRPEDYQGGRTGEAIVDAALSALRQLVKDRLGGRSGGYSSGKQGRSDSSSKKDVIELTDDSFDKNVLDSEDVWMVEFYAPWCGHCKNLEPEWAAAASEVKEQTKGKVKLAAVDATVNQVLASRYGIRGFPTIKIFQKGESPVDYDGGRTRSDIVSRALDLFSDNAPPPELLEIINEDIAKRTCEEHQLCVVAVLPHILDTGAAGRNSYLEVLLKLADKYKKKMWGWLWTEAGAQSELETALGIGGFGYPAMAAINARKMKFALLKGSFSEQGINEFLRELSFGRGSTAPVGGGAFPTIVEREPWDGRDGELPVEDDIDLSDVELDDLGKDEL
ARNT TACC3 PPI – disruptors of ARNT/TACC3 protein interaction, primary screen, biochemical, AlphaScreen, single concentration. inhibition, % at 9.99 µM. AlphaScreen His-ARNT PAS-B/GST-TACC3 binding, luminescence; TACC3 fragment carries E629A point mutation. Transforming acidic coiled-coil-containing protein 3 (Homo sapiens), Q9Y6A5. AID 623870, 2012. 390,000 compounds, 0.66% hits;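 active means mean inhibition of replicates at least 50% and at least half of replicates each reaching 50%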;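 further: 0% = complete ARNT plus TACC3 wells and 100% = ARNT alone without TACC3; many hits fall short of the cut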
PglD DTNB – C. jejuni PglD acetyltransferase inhibitors, primary screen, biochemical, DTNB colorimetric, single point. UDP-N-acetylbacillosamine N-acetyltransferase PglD (Campylobacter jejuni). purified PglD enzyme, DTNB colorimetric CoA detection. AID 602405, 2012. 360,000 compounds, 0.098% hits. inhibition, % at 12.5 µM; in the data active means inhibition above about 16%, passing the limit was not always enough; further: strong numbers were not always called active
esBAF inh – Bmi1 luciferase reporter increase in mESCs, primary screen, esBAF inhibitor project, mouse ES cells, Bmi1 luciferase knock-in, single point. 24 h; 100% = twice the neutral-well signal. reporter increase, % at 12.5 µM. 350,000 compounds, 2% hits. AID 602393, 2012; in the data active means activation above about 40%;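 further: 0% = median of the plate's neutral control wells and 100% = double that signal; a rise in the Bmi1 reporter signal indicates esBAF inhibition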
Casp6 inh – human caspase-6 inhibitors, primary screen, biochemical, VEID-R110 fluorescence, single point, set 2; purified caspase-6, Z-VEID-R110 cleavage fluorescence; inhibition, % at 12.5 µM; 350,000 compounds, 0.53% hits;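 active means mean inhibition across replicates at least about 35%, with every replicate also reaching that limit, limit read from the data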;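 further: 0% = median of neutral control wells and 100% = no fluorescence left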
Target sequence (P55212 24-179 limits assumed): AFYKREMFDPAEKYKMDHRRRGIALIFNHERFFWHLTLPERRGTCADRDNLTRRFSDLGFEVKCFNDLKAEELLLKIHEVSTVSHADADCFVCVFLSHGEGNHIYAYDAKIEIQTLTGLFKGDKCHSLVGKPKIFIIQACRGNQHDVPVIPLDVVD
Target sequence (P55212 194-293 limits assumed): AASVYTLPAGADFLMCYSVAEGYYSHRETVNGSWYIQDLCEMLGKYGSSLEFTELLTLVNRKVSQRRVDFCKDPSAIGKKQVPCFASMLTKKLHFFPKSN
E-sel inducer – E-selectin induction in HUVECs, primary screen, imaging, HUVEC, immunofluorescence imaging, single point | P16581 | 260,000 compounds, 0.37% hits | activation, % at 7.58 µM | normalized: neutral wells 0, TNF-alpha wells 100 | AID 686992, 2013;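 active means mean E-selectin-positive cell signal at least 10% of the positive control, reached in at least 60% of replicates, without over 20% cell loss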;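 further: in these data hits start at about 27%; measured in HUVEC primary endothelial cells; signal is the percent of cells scored E-selectin positive by PE staining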
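material = human umbilical vein endothelial cells (HUVEC), E-selectin induction | quantity = 3,000 cells/well | medium = EGM-2 growth medium on 0.1% gelatin-coated wells | technique = immunofluorescence imaging | read-out basis = % PE-positive cells | control set = TNF-alpha positive control, DMSO neutral control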
RAD54 inh – inhibitors of human RAD54 branch migration, primary screen, biochemical, fluorescence, single point; DNA repair and recombination protein RAD54-like (Homo sapiens), Q92698; RAD54 Holliday junction branch migration, FAM/BHQ fluorescence; inhibition, % at 10.4 µM; 360,000 compounds, 0.14% hits; AID 602329, 2012;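 active means mean normalized replicate activity at least 40 and at least half of replicates scoring 40 or more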;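 further: 0% = median of neutral control wells and 100% = median of positive control wells; inhibitors cause a drop in the FAM fluorescence signal; in these data hits start at about 50%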
RAD52 inh – RAD52 DNA annealing inhibitors, primary screen, biochemical, FRET, single point, set 2. inhibition, % at 18.7 µM. AID 651710, 2012. 360,000 compounds, 0.46% hits. recombinant RAD52 DNA annealing, FRET fluorescence;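 active means every replicate showing at least 50% inhibition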
* marks the source's active call; other numbers are inactive results; x = not tested or not shown.

Keys: A = ERp5 inh; B = ARNT TACC3 PPI; C = PglD DTNB; D = esBAF inh; E = Casp6 inh; F = E-sel inducer; G = RAD54 inh; H = RAD52 inh
> C[C@H]1CN([C@@H](C)CO)C(=O)c2cc(NC(=O)NC3CCCCC3)ccc2O[C@H]1CN(C)S(=O)(=O)c1ccc(Cl)cc1
  A: -6 | B: 12 | C: 2 | D: 0 | E: 0 | F: 2.4 | G: -10 | H: -24

> COc1cccc(C#Cc2ccc([C@@H]3[C@@H](CO)N4C(=O)CN(C(=O)c5ccncc5)C[C@H]34)cc2)c1
  A: -1 | B: x | C: x | D: x | E: -2 | F: -0.2 | G: x | H: -39

> CCCC(/C=C/c1ccc(OC(C)=O)cc1)=C1/c2ccccc2C(=O)N1c1ccccc1
  A: -3 | B: -30 | C: 2 | D: 3 | E: x | F: 0.3 | G: -5 | H: -43

> O=C(C[C@H]1CC[C@@H]2[C@H](COC[C@@H](O)CN2S(=O)(=O)c2ccccc2)O1)NCCN1CCCC1
  A: 3 | B: x | C: x | D: x | E: 0 | F: 0.0 | G: x | H: -12

> CC1CCC(NC(=O)COc2ccc(C(=O)c3ccccc3)cc2)CC1 (centres undefined)
  A: 2 | B: -12 | C: x | D: -2 | E: -4 | F: x | G: x | H: -11

> CN(CC(=O)Nc1nc2ccccc2s1)S(=O)(=O)c1ccc(Cl)cc1
  A: x | B: -5 | C: 0 | D: 10 | E: x | F: x | G: -5 | H: x

> CCCn1c(N)c(C(=O)CSc2nnc(-c3c[nH]c4ccccc34)n2C2CC2)c(=O)[nH]c1=O
  A: -5 | B: -4 | C: 3 | D: x | E: 5 | F: 0.1 | G: 1 | H: -2

> C(=C\c1ccccc1)/CN1CCN(C(c2ccnc3ccccc23)c2nnnn2C2CCCCC2)CC1 (centres undefined)
  A: 1 | B: x | C: -5 | D: 7 | E: -3 | F: 20 | G: -5 | H: -32

> CC1(C(=O)NS(=O)(=O)c2cccc(F)c2)CCN1C(=O)Cc1ccc(-c2ccccc2)cc1 (centres undefined)
  A: -3 | B: x | C: -2 | D: -15 | E: 1 | F: -0.3 | G: -5 | H: -12

> COc1ccccc1CC1(C)NC(=O)N(CC(=O)N2CC(C)OC(C)C2)C1=O (centres undefined)
  A: x | B: -1 | C: -1 | D: -7 | E: x | F: x | G: -3 | H: x

> CC(OC(=O)CCc1nc2ccccc2c(=O)[nH]1)C(=O)Nc1ncc(Cl)cc1Cl (centres undefined)
  A: 25 | B: 1 | C: 5 | D: x | E: 2 | F: x | G: 11 | H: -15

> CS(=O)(=O)N1[C@H](CO)[C@H](c2ccccc2)[C@@H]1C#N
  A: -17 | B: -2 | C: -2 | D: 2 | E: 0 | F: 0.7 | G: 9 | H: -6

> O=C(Nc1ccc(N2CCN(C(=O)c3cccs3)CC2)cc1)c1cccnc1
  A: -3 | B: -1 | C: 2 | D: -11 | E: 1 | F: x | G: 10 | H: -4

> CCOc1ccc(CCNC(=O)C2=C(C)C(=O)OC23CCC(C)CC3)cc1 (centres undefined)
  A: 4 | B: -4 | C: -2 | D: 7 | E: -2 | F: x | G: 8 | H: -14

> COc1ccc(Oc2coc3cc(OC(=O)N4CCOCC4)ccc3c2=O)cc1
  A: -2 | B: 1 | C: 5 | D: 11 | E: -3 | F: x | G: -3 | H: -13

> CCOc1ccccc1C(=O)OCC(=O)NCC1CCCCC1
  A: -6 | B: 34 | C: -1 | D: -4 | E: -1 | F: 0.0 | G: -4 | H: -17

> O=C(COC(=O)c1nc(Cl)ccc1Cl)NNC(=O)c1ccccc1
  A: -3 | B: -1 | C: 1 | D: 0 | E: 4 | F: x | G: 3 | H: -6

> COC(=O)c1cc(Br)ccc1OC(=O)c1cccnc1
  A: x | B: -20 | C: 10 | D: -1 | E: x | F: x | G: -12 | H: x

> COc1ccc(N(CC(=O)NCc2ccccc2Cl)S(=O)(=O)c2c(C)n[nH]c2C)cc1
  A: 1 | B: 13 | C: 2 | D: -1 | E: 3 | F: x | G: 2 | H: -6

> C=CCN1C(=O)/C(=C/N(C)C)S/C1=N\S(=O)(=O)c1cccs1
  A: 2 | B: x | C: -1 | D: 4 | E: 1 | F: -0.5 | G: 4 | H: -260

> CCCC(=O)N1CC2(CN(C(=O)NC(C)C)C2)c2c(n(C)c3cc(OC)ccc23)[C@H]1CO
  A: -1 | B: x | C: x | D: x | E: 0 | F: 0.1 | G: x | H: -12

> CNC(=O)C[C@H]1CC[C@H]2[C@H](COc3ccc(NC(=O)c4cc(F)cc(F)c4)cc3C(=O)N2C)O1
  A: 5 | B: -4 | C: -3 | D: 6 | E: -1 | F: 0.5 | G: 10 | H: 9

> CCOC(=O)C1=C(c2ccccc2)OC(N)=C(C#N)C1c1ccncc1 (centres undefined)
  A: -2 | B: 6 | C: 4 | D: -1 | E: 1 | F: x | G: -3 | H: -21

> CCOc1ccc(NC(=O)CN(C)C(=O)CSCc2c(C)noc2C)cc1OCC
  A: 5 | B: 12 | C: 3 | D: 1 | E: 2 | F: -0.3 | G: -5 | H: -9

> COc1ccc(-c2noc(CCC(=O)Nc3cc(OC)ccc3OC)n2)cc1
  A: x | B: 6 | C: 11 | D: -6 | E: x | F: x | G: 5 | H: x

Sorted by heavy-atom count (high to low): part of the list above
Keys: A = ERp5 inh; B = ARNT TACC3 PPI; C = PglD DTNB; D = esBAF inh; E = Casp6 inh; F = E-sel inducer; G = RAD54 inh; H = RAD52 inh
> CNC(=O)C[C@H]1CC[C@H]2[C@H](COc3ccc(NC(=O)c4cc(F)cc(F)c4)cc3C(=O)N2C)O1
  A: 5 | B: -4 | C: -3 | D: 6 | E: -1 | F: 0.5 | G: 10 | H: 9

> O=C(C[C@H]1CC[C@@H]2[C@H](COC[C@@H](O)CN2S(=O)(=O)c2ccccc2)O1)NCCN1CCCC1
  A: 3 | B: x | C: x | D: x | E: 0 | F: 0.0 | G: x | H: -12

> CCCC(/C=C/c1ccc(OC(C)=O)cc1)=C1/c2ccccc2C(=O)N1c1ccccc1
  A: -3 | B: -30 | C: 2 | D: 3 | E: x | F: 0.3 | G: -5 | H: -43

> COc1ccc(N(CC(=O)NCc2ccccc2Cl)S(=O)(=O)c2c(C)n[nH]c2C)cc1
  A: 1 | B: 13 | C: 2 | D: -1 | E: 3 | F: x | G: 2 | H: -6

> CCOc1ccc(NC(=O)CN(C)C(=O)CSCc2c(C)noc2C)cc1OCC
  A: 5 | B: 12 | C: 3 | D: 1 | E: 2 | F: -0.3 | G: -5 | H: -9

> COc1ccc(Oc2coc3cc(OC(=O)N4CCOCC4)ccc3c2=O)cc1
  A: -2 | B: 1 | C: 5 | D: 11 | E: -3 | F: x | G: -3 | H: -13

> O=C(Nc1ccc(N2CCN(C(=O)c3cccs3)CC2)cc1)c1cccnc1
  A: -3 | B: -1 | C: 2 | D: -11 | E: 1 | F: x | G: 10 | H: -4

> CCOC(=O)C1=C(c2ccccc2)OC(N)=C(C#N)C1c1ccncc1 (centres undefined)
  A: -2 | B: 6 | C: 4 | D: -1 | E: 1 | F: x | G: -3 | H: -21

> CCOc1ccccc1C(=O)OCC(=O)NCC1CCCCC1
  A: -6 | B: 34 | C: -1 | D: -4 | E: -1 | F: 0.0 | G: -4 | H: -17

> C=CCN1C(=O)/C(=C/N(C)C)S/C1=N\S(=O)(=O)c1cccs1
  A: 2 | B: x | C: -1 | D: 4 | E: 1 | F: -0.5 | G: 4 | H: -260

> COC(=O)c1cc(Br)ccc1OC(=O)c1cccnc1
  A: x | B: -20 | C: 10 | D: -1 | E: x | F: x | G: -12 | H: x

> CS(=O)(=O)N1[C@H](CO)[C@H](c2ccccc2)[C@@H]1C#N
  A: -17 | B: -2 | C: -2 | D: 2 | E: 0 | F: 0.7 | G: 9 | H: -6

Additional records:
Keys: A = ERp5 inh; B = ARNT TACC3 PPI; C = PglD DTNB; D = esBAF inh; E = Casp6 inh; F = E-sel inducer; G = RAD54 inh; H = RAD52 inh
> O=C(/C=C/[C@H]1O[C@@H](n2cnc3c(NC(=O)c4ccccc4)ncnc32)[C@H](O)[C@@H]1O)NCc1ccccc1
  A: -4 | B: x | C: -7 | D: -4 | E: -5 | F: 0.2 | G: -3 | H: -9

> CNC(=O)C[C@@H]1CC[C@H]2[C@@H](COc3ccc(NC(=O)Nc4ccc(F)cc4)cc3C(=O)N2C)O1
  A: -2 | B: 0 | C: -1 | D: -4 | E: 0 | F: -0.1 | G: -5 | H: 0

> O=C(Nc1ccccc1F)N1CCCCN2[C@H](C1)[C@@H](c1ccc(/C=C/c3ccccc3)cc1)[C@@H]2CO
  A: x | B: 20 | C: 5 | D: 6 | E: x | F: -0.3 | G: 24 | H: x

> Nc1cc2c(cc1N)-c1ccccc1C2
  A: 3 | B: 16 | C: 0 | D: 29 | E: -2 | F: 3.7 | G: 3 | H: -59

> N#Cc1nc(-c2cccs2)oc1NCc1ccco1
  A: x | B: 12 | C: 3 | D: 14 | E: x | F: x | G: -19 | H: x

> CCOC(=O)C1CCCN(Cc2c(Cl)cccc2Cl)C1 (centres undefined)
  A: 1 | B: -9 | C: 1 | D: -6 | E: -1 | F: x | G: -6 | H: 0

> Cc1cccc2nc(CNC(=O)C3CCC(=O)N(Cc4ccccc4F)C3)cn12 (centres undefined)
  A: 2 | B: -2 | C: 0 | D: 6 | E: 0 | F: -0.1 | G: -3 | H: -6

> Cc1cccc(C2=NN(c3ccc(Br)cc3)[C@@H](C(=O)N3CCOC3=O)[C@@H]2C)c1
  A: 5 | B: -8 | C: -7 | D: 6 | E: 1 | F: x | G: -7 | H: -26

Screens (PubChem)

Compounds as they come; any-hit rate near 3.2%.
